Bioassay records: PubChem, Broad Institute
PAX8 inh HTS: lowers PAX8-driven luciferase in RMG-I cells; RMG-I TPO-luciferase reporter, SteadyGlo, 24 h; inhibition, % at 12.6 µM; 1.2% of 360,000 active; AID 652154;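 active = mean replicate inhibition at least 60% with every replicate also reaching 60%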;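 note: luciferase light reporting Pax8 driven TPO promoter activity; plate controls were median of neutral control wells for no effect and mitoxantrone controls for full effect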
PGC1a acetyl inh: PGC1a acetylation modulation, inhibitor mode. U2OS PGC1a acetylation, AlphaScreen anti-acetyl-lysine; with virally co-expressed GCN5 acetyltransferase. inhibition, % at 15.6 µM. 0.17% of 350,000 active;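 active = every replicate shows inhibition of at least 40%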;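 note: 0% = neutral control wells and 100% = positive control wells; some results beyond the cut were filed as inactive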
EWS-Fli block: blocks EWS/Fli oncoprotein-driven transcription; A673 NR0B1-luciferase reporter, viability-normalised; inhibition, % at 12.6 µM; 0.67% of 350,000 active; AID 651661;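 active = mean inhibition of at least 50% after viability correction, with every replicate also passing that limit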;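 note: firefly luciferase signal divided by Alamar Blue viability fluorescence both relative to DMSO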
FN deposit inh: fibronectin deposition inhibition | AH1F fibroblasts, Alexa488-fibronectin deposition fluorescence, overnight | inhibition, % at 12.6 µM | 0.086% of 350,000 active;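 active = mean inhibition across replicates of 30% or more, regardless of how many single replicates reach that level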;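 note: positive control wells lacked labelled fibronectin entirely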
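Material – AH1F fibroblast monolayer, labelled fibronectin deposition · Reagent – labelled fibronectin 24 nM · Timing – 1 h adhesion, overnight exposure · Measured by – fluorescence at 485 nm excitation, 525 nm emission · Read-out – inhibition of fibronectin deposition signal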
ERAP1 HTS inh: ERAP1 (human) enzyme inhibition; Q9NZ08; recombinant ERAP1, Leu-AMC fluorescence, 60 min; inhibition, % at 10.7 µM; 0.15% of 340,000 active; AID 652197;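 active = mean replicate inhibition of at least 30%, or all replicates individually reaching that 30% level; inactive = mean below 30% and not every replicate reaching it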;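 note: 0% = neutral control wells and 100% = L-leucinethiol positive control wells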
Target sequence (Q9NZ08 whole entry, looked up): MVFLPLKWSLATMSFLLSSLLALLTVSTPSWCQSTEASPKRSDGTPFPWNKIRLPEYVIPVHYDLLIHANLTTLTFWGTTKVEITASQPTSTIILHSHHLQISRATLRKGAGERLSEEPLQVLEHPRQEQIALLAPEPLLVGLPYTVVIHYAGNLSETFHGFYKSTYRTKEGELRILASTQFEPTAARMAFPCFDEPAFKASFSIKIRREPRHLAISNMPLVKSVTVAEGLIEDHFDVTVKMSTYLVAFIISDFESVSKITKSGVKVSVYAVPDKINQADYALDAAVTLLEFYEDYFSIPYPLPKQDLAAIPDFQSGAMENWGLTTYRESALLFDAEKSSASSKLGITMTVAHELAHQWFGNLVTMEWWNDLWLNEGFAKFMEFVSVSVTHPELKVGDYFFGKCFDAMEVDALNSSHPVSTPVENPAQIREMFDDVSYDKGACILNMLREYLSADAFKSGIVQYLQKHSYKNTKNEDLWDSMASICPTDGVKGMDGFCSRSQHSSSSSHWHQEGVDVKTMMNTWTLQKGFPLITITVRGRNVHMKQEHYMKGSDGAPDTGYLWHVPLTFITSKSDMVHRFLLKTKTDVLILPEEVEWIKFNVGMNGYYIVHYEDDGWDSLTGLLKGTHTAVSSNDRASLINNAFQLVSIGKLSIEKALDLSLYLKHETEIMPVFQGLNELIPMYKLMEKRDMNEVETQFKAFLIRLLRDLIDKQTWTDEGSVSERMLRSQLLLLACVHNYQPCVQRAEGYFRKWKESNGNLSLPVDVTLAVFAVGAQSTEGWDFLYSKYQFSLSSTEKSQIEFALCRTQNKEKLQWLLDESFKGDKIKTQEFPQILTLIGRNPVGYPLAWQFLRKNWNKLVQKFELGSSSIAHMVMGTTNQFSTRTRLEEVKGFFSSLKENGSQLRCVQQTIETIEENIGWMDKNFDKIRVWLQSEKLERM
PglD DTNB: blocks C. jejuni PglD acetyltransferase activity | purified PglD enzyme, DTNB colorimetric CoA detection | inhibition, % at 12.5 µM | 0.098% of 360,000 active; in the data active = inhibition above about 16%, passing the limit was not always enough; note: strong numbers were not always called active
S100A4 MyoIIA: inhibitors of human S100A4 binding to myosin IIA peptide | P26447 | S100A4/TAMRA-MyoIIA peptide fluorescence polarization | inhibition, % at 10.7 µM | 0.14% of 360,000 active;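 active = mean inhibition of at least 70% across replicates, with every replicate also reaching that level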
Target sequence (P26447 whole entry, looked up): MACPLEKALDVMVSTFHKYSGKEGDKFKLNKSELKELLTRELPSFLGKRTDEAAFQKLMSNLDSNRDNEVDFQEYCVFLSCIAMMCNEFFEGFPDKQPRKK
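Test system – S100A4 monomer (human) · Compound – single-point compound testing · Schedule – 5 min incubation before reading · Probe or stimulus – TAMRA-labelled myosin IIA heavy-chain peptide probe, 5 nM · Benchmarks – neutral control DMSO, positive control TFP · Medium – Calcium-containing HEPES buffer, pH 7.2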
LGR2 inh: blocks bursicon-induced cAMP signaling via Drosophila LGR2 | HEK293 LGR2, CRE-luciferase, bursicon-stimulated, 4 h | inhibition, % at 9.99 µM | 0.35% of 380,000 active | AID 720647;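 active = drop in luminescence signal, shown as inhibition above about 50% in the replicate tests, limit read from the data, passing the limit was not always enough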;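 note: agonist challenge used bursicon conditioned medium at about half maximal strength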
An asterisk follows results filed as active; nt = not tested or not shown.

SMILES	PAX8 inh HTS	PGC1a acetyl inh	EWS-Fli block	FN deposit inh	ERAP1 HTS inh	PglD DTNB	S100A4 MyoIIA	LGR2 inh
CC1(c2ccccc2)CC(C)(C)N2C(=O)Cc3cccc1c32 (centres undefined)	27	5	5	15	4	-4	0	11
CC(C)N(Cc1nccn1C)C(=O)c1cc(COc2ccc(F)cc2Cl)on1	6	nt	nt	nt	1	0	-3	-3
CCOCCOc1cccc(C(=O)NC(C)c2ccc3ccccc3c2)c1 (centres undefined)	-6	-4	5	9	nt	9	-5	5
CC(C)NC(=O)N(C)C[C@@H]1Oc2ccc(NS(=O)(=O)c3cccs3)cc2CC(=O)N([C@@H](C)CO)C[C@H]1C	-18	3	-1	nt	3	1	-1	-28
CN1C(C(=O)NCCc2cccs2)CC2Cn3c(nc4cc5ccccc5cc43)C21 (centres undefined)	11	nt	-14	11	0	0	12	-30
Cc1c(C)c2c(OCC(=O)N[C@@H](C)C(=O)O)cc3c(c2oc1=O)CCC(C)(C)O3	-32	5	-1	8	1	1	5	-9
O=C(CCN1C(=O)c2ccccc2C1=O)OCn1nnc2ccccc2c1=O	-7	-4	nt	5	nt	13	nt	nt
O=C(N/C(=C\c1cccs1)C(=O)N1CCCCCC1)c1ccccc1	nt	-1	-3	nt	-3	0	-1	-10
COc1ccc(NC(=O)N2CCCCN3[C@@H](CO)[C@H](c4ccc(-c5ccccc5F)cc4)[C@@H]3C2)cc1	-4	-21	6	5	0	3	1	2
COc1ccccc1NC(=S)N(Cc1ccccc1)Cc1ccccn1	-37	nt	nt	16	nt	1	nt	-8
COc1ccc2nc(NC(=O)CC3Oc4ccccc4NC3=O)sc2c1 (centres undefined)	-7	-8	-2	-7	-6	2	-1	2
CCNC(=O)Nc1ccc2c(c1)C(=O)N(C)[C@@H]1CC[C@@H](CC(=O)NCc3ccccc3F)O[C@H]1CO2	-17	-1	12	-9	1	4	2	9
COc1cc(OC)c(OC)cc1CN1CCCC(C(=O)N2CCCCC2)C1 (centres undefined)	12	-2	nt	-6	nt	-6	nt	nt
COc1ccc(C(C(=O)NC2CCCC2)N(CC2CCCO2)C(=O)Cn2nnc(-c3ccc(C)o3)n2)cc1 (centres undefined)	14	-15	6	0	-2	-3	15	18
CNC[C@@H]1Oc2ccc(NC(=O)Nc3ccc4c(c3)OCO4)cc2C(=O)N([C@H](C)CO)C[C@@H]1C	-6	-3	-6	nt	3	-2	-6	-6
CCC(/C=N/NC(=O)c1ccccc1F)CC	-11	nt	6	5	-2	nt	-4	8
Cc1cccc(OCCN2C(=O)C(=O)c3cc(C)ccc32)c1	-3	5	22	-3	6	5	3	-21
CCOc1ccc(NC(=O)C2CCCN(c3nc(C)cc(C)n3)C2)cc1 (centres undefined)	-2	nt	2	2	0	2	-9	0
COC(=O)[C@@H]1C[C@@]2(O)[C@@H](O)[C@@H](O)[C@@H](O)C[C@H]2N1Cc1ccc(C)s1	15	-7	-11	-4	1	0	8	-4
CSCCC(NC(=O)c1ccc(Cl)cc1)C(=O)O (centres undefined)	-1	36	-5	-20	5	nt	-12	6
C[C@H]1CN([C@@H](C)CO)S(=O)(=O)c2ccc(-c3ccncc3)cc2O[C@H]1CN(C)Cc1cccnc1	nt	10	6	8	2	0	8	15
Cc1cc(C)nc(N2CCCC(C(=O)Nc3ccc(F)cc3)C2)n1 (centres undefined)	6	nt	6	-5	-2	-2	-5	15
CC(C)C#Cc1ccc([C@H]2[C@H]3CN(C(=O)c4ccc(F)cc4)CCCCN3[C@H]2CO)cc1	9	7	-5	nt	-1	1	7	14
CCN(C[C@@H]1N[C@@H](CO)[C@@H]1c1ccc(-c2ccc(F)cc2)cc1)C(=O)COC	-3	-6	-10	-10	3	2	-10	-15
N[C@@H](CCC(=O)N[C@@H](CSN=O)C(=O)NCC(=O)O)C(=O)O	-13	-6	-10	-3	2	0	15	0
Cc1ccccc1N(CC(=O)NC1CCCC1)C(=O)c1csnn1	1	nt	-2	-8	2	nt	-6	3
COc1ccccc1C(=O)NCCC(=O)NNC(=O)Cn1ccc(C(F)(F)F)n1	nt	nt	-6	-2	6	1	0	-1
O=C(NN=C1CCN(Cc2ccccc2)CC1)C(O)c1ccccc1 (centres undefined)	-7	nt	-2	0	7	nt	-3	-3
CC(C)N1C(=O)CCC1C(=O)NCc1ccccc1Cl (centres undefined)	-8	-1	1	0	-1	-5	-6	-4
O=C1C2CC=CCC2C(=O)N1Cc1ccccc1 (centres undefined)	nt	5	8	nt	-11	-2	-2	-11

The last four records of the section before open the next one.
SMILES	PAX8 inh HTS	PGC1a acetyl inh	EWS-Fli block	FN deposit inh	ERAP1 HTS inh	PglD DTNB	S100A4 MyoIIA	LGR2 inh
COc1ccccc1C(=O)NCCC(=O)NNC(=O)Cn1ccc(C(F)(F)F)n1	nt	nt	-6	-2	6	1	0	-1
O=C(NN=C1CCN(Cc2ccccc2)CC1)C(O)c1ccccc1 (centres undefined)	-7	nt	-2	0	7	nt	-3	-3
CC(C)N1C(=O)CCC1C(=O)NCc1ccccc1Cl (centres undefined)	-8	-1	1	0	-1	-5	-6	-4
O=C1C2CC=CCC2C(=O)N1Cc1ccccc1 (centres undefined)	nt	5	8	nt	-11	-2	-2	-11
O=C(O)COc1cccc(/C=C2/SC(=S)N(Cc3ccccc3)C2=O)c1	14	3	-4	-3	1	-1	0	19
Cc1[nH]nc2c1C(c1ccc(F)cc1)N(c1ccccc1)C2=O (centres undefined)	-18	nt	-7	2	7	nt	1	0
O=S1(=O)CC(N2CCN(CC3CC3)CC2)CN1Cc1cn(Cc2ccccc2C(F)(F)F)nn1 (centres undefined)	-18	-2	-14	6	-4	4	11	13
CCC(=O)NC[C@H]1[C@H](c2ccccc2)[C@H](CO)N1C(=O)C1CCC1	6	6	-4	nt	0	1	-10	-2
O=C(Nc1cccs1)Nc1cccnc1Cl	1	-3	1	4	-21	-3	9	6
CCCNC(=O)c1nn2c(C(F)(F)F)cc(-c3ccccc3)nc2c1Cl	-9	-9	7	0	9	1	6	7
O=C(C[C@H]1C=C[C@@H](NC(=O)Nc2ccc(F)cc2)[C@@H](CO)O1)NCc1cccc(F)c1	nt	-4	-7	-1	-1	2	4	0
COc1ccccc1C=NNc1ccc([N+](=O)[O-])cn1	-19	4	-9	nt	2	-1	-2	6
COc1ccc(S(=O)(=O)N(C)C[C@@H]2Oc3c(NC(=O)C4CC4)cccc3C(=O)N([C@@H](C)CO)C[C@H]2C)cc1	nt	2	1	nt	-1	-8	0	-1
COc1ccc(-c2ccc([C@H]3[C@@H](CO)N4C(=O)CN(C(=O)NC(C)C)C[C@@H]34)cc2)cc1	-8	-1	27	nt	-5	nt	10	-13
O=C(Nc1ccc2nc(C3CC3)n(Cc3ccccc3)c(=O)c2c1)C1CC1	-105	7	-136	1	-2	nt	-2	-84
N#Cc1c(Nc2ccc(Cl)cc2)s[nH]c1=O	32	nt	10	-2	1	nt	-7	nt
C[C@@H]1CN([C@H](C)CO)C(=O)c2cc(NC(=O)C3CC3)ccc2O[C@H]1CN(C)C(=O)Nc1ccccc1	-11	nt	-6	nt	0	-4	5	13
COc1cccc(C#Cc2ccc3c(c2)[C@@H]2[C@@H](CCN2C(=O)CC2CC2)[C@H](CO)N3)c1	nt	nt	8	-4	1	nt	-15	-3
O=C(N/N=C/c1cc([N+](=O)[O-])ccc1O)C(O)(c1ccccc1)c1ccccc1	6	4	16	6	-4	-5	3	9
COc1ccccc1CP(=O)(c1ccccc1)c1ccccc1	-4	-4	nt	11	nt	5	nt	20
CCN1CCN(CCc2nc3cc(NC(=O)COc4ccccc4)ccc3n2C)CC1	-15	-15	-6	3	1	2	-1	9
C[C@@H]1CN([C@@H](C)CO)C(=O)c2cccc(NC(=O)C3CCCCC3)c2O[C@H]1CN(C)Cc1ccc(C(=O)Nc2ccccc2N)cc1	6	4	-4	6	0	0	12	9
Cc1ccc(NCCC(=O)c2cccs2)cc1Cl	0	2	nt	-2	nt	1	nt	nt
CN(C)C(=O)c1ccc(-c2cccc(-c3nc(C(=O)NC4CCCCC4)cc4c3[C@@H](CCO)N([S@](=O)C(C)(C)C)C4)c2)cc1	23	-10	-33	nt	-1	-3	-50	nt
O=[N+]([O-])c1ccc(-c2csc(COc3ccccc3)n2)cc1	6	-5	-43	4	5	-1	4	-38
Cc1ccc(O)c(NC(=O)c2cc([N+](=O)[O-])ccc2Cl)c1	-16	-9	20	-1	0	nt	1	nt
CCOC(=O)c1sc(=NC(=O)c2cccs2)n(C)c1C	26	-5	-85	nt	0	2	-4	-46
COC(=O)c1ccc(N2C(=O)CC(SCC(=O)Nc3ccc(OC)cc3)C2=O)cc1 (centres undefined)	20	nt	5	4	nt	nt	18	4
COc1ccc(S(=O)(=O)N2CCOCC2)cc1NC(=O)CSc1n[nH]c(C(C)C)n1	-4	-11	8	-19	1	-2	-1	9
CN1C(=O)c2cc(NC(=O)C3CC3)ccc2OC[C@@H]2O[C@@H](CC(=O)O)CC[C@H]21	nt	-5	-11	3	2	nt	-3	10
Cc1ccn2cc(-c3cccc(S(=O)(=O)N4CCCCC4)c3)nc2c1	-33	-1	nt	-4	0	-4	-1	-8
CC(C)C(=O)N1CCN(c2ccc(NC(=O)c3cccs3)cc2Cl)CC1	-33	nt	-76	6	-1	nt	-1	nt
C[C@@H]1CN([C@@H](C)CO)C(=O)c2cc(NC(=O)Cn3cnnn3)ccc2O[C@H]1CN(C)Cc1ccc(C(=O)O)cc1	nt	-4	-2	nt	-1	-5	-24	-17
CC(=O)Nc1ccc(NC(=O)C(C)OC(=O)[C@@H]2CCCN2C(=O)c2cccs2)cc1 (some centres undefined)	15	-5	8	nt	4	-9	1	-6

A second format for two compounds above:
Under each structure – PAX8 inh HTS	PGC1a acetyl inh	EWS-Fli block	FN deposit inh	ERAP1 HTS inh	PglD DTNB	S100A4 MyoIIA	LGR2 inh
COC(=O)c1ccc(N2C(=O)CC(SCC(=O)Nc3ccc(OC)cc3)C2=O)cc1 (centres undefined)
 : 20	nt	5	4	nt	nt	18	4
COc1ccc(S(=O)(=O)N2CCOCC2)cc1NC(=O)CSc1n[nH]c(C(C)C)n1
 : -4	-11	8	-19	1	-2	-1	9

(further entries)
SMILES	PAX8 inh HTS	PGC1a acetyl inh	EWS-Fli block	FN deposit inh	ERAP1 HTS inh	PglD DTNB	S100A4 MyoIIA	LGR2 inh
CC(=O)N(C)C[C@@H]1Oc2cc(C#CCC(C)C)ccc2S(=O)(=O)N([C@@H](C)CO)C[C@@H]1C	nt	-7	-4	-7	3	0	-2	-5
C[C@@H]1CN([C@H](C)CO)C(=O)c2cc(NS(=O)(=O)c3ccc(F)cc3)ccc2O[C@@H]1CN(C)C(=O)NC1CCCCC1	10	-9	-2	-10	-2	1	-12	12
O=C(NCC[C@H]1CC[C@@H](NC(=O)C2CCCCC2)[C@H](CO)O1)c1cc(Cl)cc(Cl)c1	4	-9	7	4	0	-1	-3	-4
O=C(Nc1cc(F)cc(F)c1)c1ccc(NCCCN2CCCCCC2)c([N+](=O)[O-])c1	-3	-15	-2	-5	1	nt	10	46
CO[C@H]1CN(C)C(=O)c2ccc(NS(=O)(=O)c3ccccc3Cl)cc2OC[C@H](C)NC[C@@H]1C	nt	-5	6	11	-1	-3	7	0
COc1ccc(NC(=O)N(C)C[C@@H]2Oc3ccc(NC(=O)NC(C)C)cc3C(=O)N([C@@H](C)CO)C[C@H]2C)cc1	-7	4	-5	nt	-1	10	0	10
CCCCS(=O)CC(COc1ccc(Cl)cc1)OC(=O)c1ccccc1 (centres undefined)	25	2	nt	-2	4	0	-2	14
Cc1onc(-c2c(F)cccc2Cl)c1C(=O)NCc1ccc(F)cc1	-39	nt	-7	-7	4	nt	-6	10
